aSyn yeast inh – qHTS of alpha-syn Inhibitors; Yeast expressing alpha-synuclein, growth rescue, BacTiter-Glo, 24 h; Potency, µM (highest dose often 46.1 µM), for inactives: top-dose growth rescue (activation), actives largely listed as activators; 0.14% of 370,000 active; AID 652106, 2013; further: potency means the concentration at half of the fitted maximal effect; % of control where 0% means no effect; nearly all actives have a fitted effect of over 65% in size
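Readout is rescue of growth in alpha-synuclein-expressing yeast, so inhibitors of toxicity appear as activators. Growth after 24 hr at 30 deg C in galactose medium is quantified by luminescence.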
D3 antag – qHTS of D3 Dopamine Receptor Antagonist: qHTS | 2.5% of 360,000 active | D(3) dopamine receptor (Homo sapiens), P35462 | D3R cells, DiscoveRx beta-arrestin luminescence, antagonist mode; hits give low values | max response, negative = inhibition, % | AID 652054, 2013; in the data active means max response below about -50%; inconclusive means no clear call, values can overlap the other calls; further: on the % scale 0 is the no-effect control and ±100 the full control effect; mostly tested at two doses, the higher about 12 µM
Target sequence (P35462 whole entry, looked up): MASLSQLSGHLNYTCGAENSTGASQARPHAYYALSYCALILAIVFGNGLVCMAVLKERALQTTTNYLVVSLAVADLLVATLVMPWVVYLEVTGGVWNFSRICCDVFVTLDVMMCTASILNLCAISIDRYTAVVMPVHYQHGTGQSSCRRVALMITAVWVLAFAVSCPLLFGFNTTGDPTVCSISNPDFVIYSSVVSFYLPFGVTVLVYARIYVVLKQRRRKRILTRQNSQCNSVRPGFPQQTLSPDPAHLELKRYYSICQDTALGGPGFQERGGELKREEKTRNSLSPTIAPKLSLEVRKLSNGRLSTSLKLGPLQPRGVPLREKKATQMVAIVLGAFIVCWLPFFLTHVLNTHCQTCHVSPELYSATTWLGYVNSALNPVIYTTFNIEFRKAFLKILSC
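Cells plated overnight at 1500 cells/well, then exposed to library compounds with dopamine controls for 90 minutes at 37 degrees C. DiscoveRx reagent added for 30–60 minutes at room temperature; luminescence read, quantitative HTS format.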
GLP1R ag – qHTS of GLP-1 Receptor Agonists | Glucagon-like peptide 1 receptor (Homo sapiens), P43220 | AID 624172, 2012 | 0.007% of 380,000 active | HEK293 GLP-1R CRE-luciferase, luminescence, 4-6 h; cells express a hypersensitive GLP-1R form | Potency, µM (highest dose often 45.6 µM), for inactives: at the top dose activation, usual class: activators; further: potency means the concentration at half of the fitted maximal effect; % of control where 0% means no effect
Target sequence (P43220 whole entry, looked up): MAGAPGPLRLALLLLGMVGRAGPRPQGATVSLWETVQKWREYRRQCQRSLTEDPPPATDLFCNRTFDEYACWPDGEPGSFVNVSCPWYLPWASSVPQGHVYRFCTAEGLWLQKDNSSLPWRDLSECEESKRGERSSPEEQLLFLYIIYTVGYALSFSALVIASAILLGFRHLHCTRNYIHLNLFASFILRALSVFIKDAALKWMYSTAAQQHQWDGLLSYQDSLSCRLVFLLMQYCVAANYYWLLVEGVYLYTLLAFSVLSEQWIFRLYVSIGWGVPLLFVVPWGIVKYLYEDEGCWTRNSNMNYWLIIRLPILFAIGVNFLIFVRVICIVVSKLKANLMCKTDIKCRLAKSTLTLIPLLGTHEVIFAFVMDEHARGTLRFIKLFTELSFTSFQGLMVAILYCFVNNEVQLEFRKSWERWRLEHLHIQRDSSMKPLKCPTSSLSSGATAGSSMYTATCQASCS
KB-V1 MDR tox – qHTS assay for MDR1-selective chemotherapeutics: Primary screen using the drug-selected MDR subline cells KB-V1; KB-V1 MDR cells viability, CellTiter-Glo, 72 h; Potency, µM (highest dose often 46.1 µM), inactives show at the highest dose activity change, negative = cytotoxicity, most hits filed as cytotoxic; 3.4% of 400,000 active; further: potency means the concentration at half of the fitted maximal effect; on the % scale 0 is the no-effect control and ±100 the full control effect; nearly all actives have a fitted effect of over 60% in size
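qHTS viability screen in drug-selected KB-V1 MDR cells: 72 h compound treatment at 37 degrees C, ATP luminescence end point.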
PTHR1 agonist – qHTS for PTHR1 Agonists: Primary Screen. Parathyroid hormone/parathyroid hormone-related peptide receptor (Homo sapiens), Q03431. HEK293 GP2 PTHR1 cells, GloSensor cAMP luminescence, 1 h. Potency, µM (titrated, usually from 115 µM), for the others: at the highest dose activation, most hits filed as activators. 0.075% of 410,000 active; further: potency means the concentration at half of the fitted maximal effect; nearly all actives have a fitted effect of over 55% in size; some results filed as inactive show a strong effect at the top dose; inactives centre near -15; many of its hits are not listed in these tables
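HEK-293-derived GP2 cells expressing PTHR1 and a GloSensor cAMP reporter, 3,000/well, plated overnight, given luciferin plus IBMX (each 0.5 mM as added) for 1 h at 37 °C, then compound for 1 h at 37 °C. Luminescence was read after 15 min at room temperature.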
D3 ag – qHTS of D3 Dopamine Receptor Agonist: qHTS; D3R DiscoveRx beta-arrestin cells, luminescence, 90 min; D(3) dopamine receptor (Homo sapiens), P35462; max activation, %; 0.58% of 410,000 active; in the data active means max activation above about 30%; further: 0% is about no effect; mostly tested at two doses, the higher about 12 µM
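Agonist mode: compounds and dopamine controls were applied to plated cells for 90 min at 37 degrees C after an overnight attachment at 1500 cells/well. Luminescent read-out followed 30 - 60 minutes at room temperature with DiscoveRx detection reagent.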
HEK293 tox – qHTS of GLP-1 Receptor Inverse Agonists: Cytotox Screen. AID 624418, 2012. Potency, µM (doses to about 38.3 µM), for inactives: top-dose activity change, negative = inhibition, actives largely listed as inhibitors. 0.13% of 410,000 active. HEK293 cAMP-luciferase reporter cells, luminescence, 24 h;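 further: loss of luciferase light is scored as toxicity; potency means the concentration at half of the fitted maximal effect; on the % scale 0 is the no-effect control and ±100 the full control effect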
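To flag toxic compounds, the library was rerun on cells for 24 hr at 37 deg C and 5% CO2. Viability-linked luminescence was captured 12 min after adding luciferase detection reagent.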
GLP-1R inv ag – qHTS of GLP-1 Receptor Inverse Agonists (Inhibition Mode) | Glucagon-like peptide 1 receptor (Homo sapiens), P43220 | Potency, µM (series often up to 38.3 µM), for inactives: at the top dose activity change, negative = inhibition, hits mostly inhibitors | AID 624417, 2012 | HEK293 GLP-1R CRE-luciferase, luminescence, 24 h; GLP-1R form is constitutively active | 1.6% of 410,000 active; further: potency means the concentration at half of the fitted maximal effect; on the % scale 0 is the no-effect control and ±100 the full control effect; nearly all actives have a fitted effect of over 55% in size
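Inverse agonists were sought by their lowering of basal cAMP reporter luciferase output in HEK293 cells stably carrying constitutively active human GLP-1R, after 24 h compound treatment.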
TDP-43 yeast inh – qHTS of TDP-43 Inhibitors | TDP-43 expressing yeast growth rescue, BacTiter-Glo, 24 h | Potency, µM (titrated, usually from 46.1 µM), without a hit: at the highest dose growth rescue (activation), actives largely listed as activators | 1.8% of 410,000 active; further: potency means the concentration at half of the fitted maximal effect; % of control where 0% means no effect; nearly all actives have a fitted effect of over 50% in size
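In this qHTS, compounds that restore growth of yeast expressing TDP-43 appear as activators. Cells (OD600=0.02, galactose medium, raffinose-pregrown) are incubated with compound 24 hr at 30 deg C and growth is quantified by BacTiter-Glo.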
The depositor's hits bear a star; i = inactive; u = inconclusive; x = no result given; [ ] = another dose, or the depositor's remark. Unless noted, the call rests on the fitted dose curve; in most records, active means well fitted curve in the direction sought with a large enough effect; inconclusive means small, poorly fitted or top-dose-only effect, or another doubt; inactive means no such curve, though single readings can be large; an effect the other way counts as inactive or inconclusive.

Sequence of screens: aSyn yeast inh | D3 antag | GLP1R ag | KB-V1 MDR tox | PTHR1 agonist | D3 ag | HEK293 tox | GLP-1R inv ag | TDP-43 yeast inh
Cc1nn(CCC#N)c(NC(=O)c2ccc(Cl)cc2Cl)c1P(=O)(Nc1ccc([N+](=O)[O-])cc1)N1CCOCC1 (stereo not drawn)
    5% | -11 | 5% | -1% | -6%[57.5 µM] | -32 | 4% | 0% | -14%
CC(NC(=O)CCNS(=O)(=O)c1ccc2c(c1)c(=O)n(C)c(=O)n2C)c1ccccc1 (stereo not drawn)
    1% | 8 | -14% | 23% | i | -5 | -13% | 0% | -30%
O=C(NC1CC1)C1=C[C@H](c2coc3ccccc3c2=O)C[C@H](OCc2ccc(CO)cc2)O1
    8% | -24 | -2% | -17% | -7% | -22 | -2% | 14% | -4%
O=C(NC(=S)Nc1ccc(CN2CCCCC2)cc1)c1ccco1
    -8% | -28 | 17% | 2% | i | -17 | -4% | -22% | -10%
CC(=O)c1c(N2CCOCC2)nc2ccc(Br)cc2c1-c1ccccc1
    9% | 6 | 9% | u | -14% | -21 | 7% | u | 14µM*
Cc1ccc(OCC(=O)Nc2cccc(S(=O)(=O)N3CCCC3)c2)cc1C
    7% | 0 | 0% | -26% | -22% | 8 | -2% | u | 5%
Cc1ccc(C(=O)NC2CCSC2=O)cc1 (stereo not drawn)
    -4% | 7 | 1% | 7% | -9% | 2 | 3% | -1% | -20%
O=C(CSc1ccccn1)NCc1ccc2c(c1)OCO2
    0% | 3 | 2% | 3% | i | 0 | 20% | 11% | 6%
Cc1cnc(C(=O)OCC(=O)NC2CCCCCC2)cn1
    -1% | -17 | 2% | -1% | i | 0 | 0% | 1% | -9%
COc1cc(C2CC(=O)C3=C(C2)Nc2ncnn2C3c2cccs2)cc(OC)c1OC (stereo not drawn)
    8% | 4 | 13% | 24% | i | 1 | -10% | -2% | -4%
O=C(CN(Cc1cccs1)C(=O)CCC(=O)Nc1nccs1)NCc1ccccc1
    -1% | -3 | -2% | 9% | -5% | 5 | -8% | -1% | -12%
COc1ccc(C(CNC(=O)c2cccc(S(=O)(=O)Nc3ccc(F)cc3)c2)N(C)C)cc1 (stereo not drawn)
    2% | u | -1% | u | -3% | -31 | -10% | u | 15%
CN(C)CCCNC(=O)C[C@H]1C[C@H](C(=O)N2CCOCC2)[C@@]2(C)c3[nH]c4cc(-c5ccco5)ccc4c3CCN2C1=O
    -2% | -9 | 9% | 0% | 21% | 9 | -6% | -16% | 1%
O=c1c2ccccc2nc(/C=C/c2ccc(Br)cc2)n1CCO
    -10% | -2 | 8% | u | 5% | -10 | -21% | u | 5%
O=C(Oc1oc(-c2ccco2)nc1C=Nc1ccccc1)c1ccoc1
    u | u | -4% | 8% | 13% | 1 | -8% | -3% | -22%
NNc1ccc2nncn2n1
    0% | -11 | -1% | 13% | i | 4 | -4% | 6% | -4%
COc1ccc(-c2csc(Nc3ccccc3)[n+]2CC(O)c2ccc([N+](=O)[O-])cc2)cc1 (stereo not drawn)
    7% | -3 | 1% | 15% | -5% | -1 | 1% | u | u
N=c1c2c(-c3ccccc3)c(-c3ccccc3)n(Cc3ccco3)c2ncn1CCCn1ccnc1
    u | -30 | -13% | 16µM* | -6% | -7 | u | u | u
COc1cccc(C(=O)Nc2ccncc2)c1OC
    -1% | 9 | 0% | u | -24% | 3 | 3% | 0% | 23%
CCCCc1cc(=O)oc2cc(C)c(CN3CCCC3)c(O)c12
    7% | 16 | -16% | 18µM* | i | 30* | -3% | -3% | -16%
COc1ccc(OC)c(CCNc2nccn(-c3ccc(C)c(C)c3)c2=O)c1
    x | x | x | -5% | -22% | 4 | 6% | u | u
CC(C)C(OC(=O)C1=Cc2ccccc2OC1)C(=O)NC1CCCC1 (stereo not drawn)
    4% | 5 | 0% | -15% | i | 6 | 1% | -11% | -12%
CCn1c(C(=O)NC(C)c2ccc3c(c2)OCCO3)cc2sccc21 (stereo not drawn)
    -21% | u | 0% | -12% | -18% | -1 | 6% | u | u
COc1cccc(C(=O)OCc2cc(=O)oc3c(C)c(C)ccc23)c1OC
    1% | 9 | 5% | u | i | -15 | -1% | 11% | 7%
CSCCC(NC(N)=O)C(=O)N(C)CC(=O)Nc1cc(C)ccc1C (stereo not drawn)
    12% | 6 | -10% | 9% | -2%[57.5 µM] | -1 | 11% | 17% | 1%
Cc1cccc(NC(=O)C2CCCN(S(=O)(=O)c3cccc4nonc34)C2)c1C (stereo not drawn)
    x | x | x | x | -1% | -15 | -7% | 9% | 7%
CCc1nc2sc3c(c2c(=O)n1N)CCC3
    6% | -8 | 11% | -1% | -23%[57.5 µM] | 3 | 40%[activator] | 24% | 20%
CCNC(=S)NNC(=O)c1cc(-c2ccc(OCC)cc2)nc2ccccc12
    -47%[inhibitor] | -7 | -20% | -5% | -23%[57.5 µM] | 11 | 0% | u | -61%[inhibitor]
COc1ccccc1NC(=O)COc1ccc(Br)cc1CNC1CCCC1
    1% | -19 | 5% | u | -23% | -16 | -11% | u | -15%
O=C(Nc1ccccc1)Nc1ccc(F)c([N+](=O)[O-])c1
    -17% | -11 | -1% | u | -30%[inhibitor] | -10 | u | u | -6%

Next entries:
Sequence of screens: aSyn yeast inh | D3 antag | GLP1R ag | KB-V1 MDR tox | PTHR1 agonist | D3 ag | HEK293 tox | GLP-1R inv ag | TDP-43 yeast inh
O=C(COc1ccc2c3c(c(=O)oc2c1)CCC3)NCC(O)c1ccccc1 (stereo not drawn)
    -7% | 3 | -3% | -9% | -24% | 3 | 11% | 1% | -21%
COc1cccc(N2CCN(S(=O)(=O)c3c(C)[nH]c(C)c3C(=O)N3CCCCC3)CC2)c1
    0% | 0 | -3% | 0% | i | 1 | 0% | 17% | -18%
COC(=O)c1nnn(-c2nonc2N)c1COc1ccc(C=O)cc1OC
    4% | -11 | -7% | -13% | -5% | -1 | -12% | -6% | 12%
COc1ccc(NC(=O)C/C(C)=N/NC(=O)c2cnccn2)c(OC)c1
    0% | -10 | 8% | -2% | i | -4 | 17% | 18% | -20%
CC(=O)c1cccc(N(CC(=O)Nc2ccc(S(=O)(=O)N3CCCC3)cc2)S(C)(=O)=O)c1
    1% | 1 | -5% | x | -4% | 7 | -5% | 2% | 5%
Cc1cccc(NC(=O)C(C)SCc2nc3sc4c(c3c(=O)[nH]2)CCCC4)n1 (stereo not drawn)
    1% | 7 | 15% | -12% | -14% | -1 | -8% | -20% | -25%
CCCCN(C)C(=O)c1ccc2c(c1)N(CC)C(=O)c1ccccc1S2(=O)=O
    0% | 14 | -8% | 17% | -41%[inhibitor] | 1 | -18% | -9% | 11%
O=C(CC(Nc1ccccc1Cl)C(=O)OCC(=O)c1cccs1)c1ccccc1 (stereo not drawn)
    x | 7 | 1% | 14% | i | -2 | -15% | -16% | u
COc1ccc(NC2SC(=O)N(CC(=O)O)C2=O)cc1 (stereo not drawn)
    0% | -12 | 0% | 16% | -18% | -2 | 13% | -18% | 0%
CS(=O)(=O)N(CC(=O)N1CCN(c2ccc(F)cc2)CC1)c1ccc(F)c(Cl)c1
    u | -8 | 1% | -35% | -85%[inhibitor] | -37 | 1% | -3% | 15%
CN(C)c1nnnn1-c1ccc(Cl)cc1
    -7% | 4 | 6% | -1% | i | -4 | 7% | -5% | 16%
CCS(=O)(=O)N1Cc2ccccc2CC1C(=O)Nc1nc2c(C)cccc2s1 (stereo not drawn)
    9% | -7 | 4% | 2.9µM* | i | -7 | -2% | u | u
COC(=O)c1ccc(NC2CC(=O)N(c3ccccc3C)C2=O)cc1 (stereo not drawn)
    6% | -24 | 0% | 13% | i | -21 | 2% | 5% | 7%
COc1ccc(N2CC(C(=O)Nc3nnc(SCC(=O)c4ccccc4)s3)CC2=O)cc1 (stereo not drawn)
    2% | 21 | -30%[inhibitor] | -40% | 25% | -9 | -5% | 2% | 7%
O=C1Nc2ccccc2/C1=N\N=C\c1ccc(O)c(O)c1
    -12% | -11 | 15% | -24% | -32%[inhibitor] | -1 | 11µM* | 25% | -4%
CCc1ccc(/C=N/Nc2ncnc3nc[nH]c23)cc1
    -3% | 3 | 10% | 2% | -12% | 6 | 1% | 28% | -17%
CCOc1ccc(NC(=O)CSc2cn(CCNC(=O)c3ccccc3F)c3ccccc23)cc1
    x | x | -1% | 0% | -20% | 7 | -2% | 5% | 20%
C/C(=N\Nc1cccc2cccnc12)c1ccc(C)cc1
    -16% | 16 | 36% | 7% | i | 0 | -16% | -10% | 18%
CCCn1c(NCc2cccc(OC)c2OC)nc2ccccc21
    0% | u | 5% | -24% | i | -6 | -23% | u | -1%
Cc1cc(C)n2nc(C(=O)N3CCCC(Nc4ccc(F)c(F)c4)C3)cc2n1 (stereo not drawn)
    2% | 24 | 14% | x | i | -2 | -17% | 24% | 6%

Not all compounds are listed. The share of hits here may be higher or lower than overall.
